Assay outcomes as filed in PubChem BioAssay.
M. tuberculosis HTS = M. tuberculosis growth inhibition, HTS (AID 449762). M. tuberculosis H37Rv growth inhibition, 7H9 media; higher % means a stronger effect. inhibition, % at 25 µM; hits with a dose series show IC50 in µM. 330,000 compounds, 0.59% hits; in the data active = a potency from the dose series; inconclusive = inhibition above about 70% without an active follow-up result;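 also: bacterial growth assessed after seven days of incubation; strong numbers were not always called active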
M. tuberculosis = growth inhibition of non-replicating M. tuberculosis (AID 488890); Mycobacterium tuberculosis non-replicating, growth inhibition; higher % means a stronger effect; one-dose inhibition, % at 25 µM; IC50 in µM for titrated hits; 320,000 compounds, 0.39% hits; in the data active = a potency from the dose series; inconclusive = inhibition mostly from about 82% at the one dose, without a potency; inactive = the rest, 99 in 100 with inhibition below about 76%;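 also: plate controls were DMSO cells for no effect and high antibiotic wells for full effect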
influenza NS1A = H1N1 influenza NS1A inhibitors, functional cell based assay (AID 504329); NS1A functional cell-based assay, percent inhibition; higher % means a stronger effect; inhibition, % at 12.5 µM, or IC50 in µM where a hit was titrated; 340,000 compounds, 0.3% hits; in the data active = a potency from the dose series; inconclusive = inhibition above about 27% without an active follow-up result; also: strong numbers were not always called active
inhibitors of VEEV = inhibitors of VEEV TC-83 cytopathic effect, confirmation, Vero cells (AID 588727) | Vero cells, VEEV TC-83 cytopathic effect inhibition; higher % means a stronger effect | one-dose inhibition, % at 20 µM; IC50 in µM for titrated hits | 350,000 compounds, 0.13% hits; in the data active = a potency from the dose series; inconclusive = inhibition mostly from about 14% at the one dose, without a potency; inactive = the rest, 99 in 100 with inhibition below about 12%; also: strong numbers were not always called active
Salmonella PhoP GFP = Inhibition of PhoP regulon, Salmonella typhi GFP reporter cells, confirmation, 4 h (AID 1850); 310,000 compounds, 0.33% hits; Salmonella Typhi PhoP-promoter GFP reporter, fluorescence, 4 h; higher % means a stronger effect; inhibition, % at 50 µM, or IC50 in µM where a hit was titrated; in the data active = a potency from the dose series; inconclusive = inhibition mostly from about 25% at the one dose, without a potency; inactive = the rest, 99 in 100 with inhibition below about 19%;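 also: 0% = induced wells with vehicle and 100% = uninduced wells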
inhibitors of VEEV 10K pilot screen = also measured in inhibitors of VEEV; calls as there; inhibition, %; measured here: 10K pilot screen inhibition
* hit, by the source's call; i = inactive; ? = inconclusive; · = no result given.

SMILES | M. tuberculosis HTS | M. tuberculosis | influenza NS1A | inhibitors of VEEV | Salmonella PhoP GFP | others
CCC(=O)Nc1ccc(S(=O)(=O)Nc2nccs2)cc1 | -4% | 26% | 3% | i | -12%
CNS(=O)(=O)c1ccc(NCC2COc3ccccc3O2)c([N+](=O)[O-])c1 (stereo not drawn) | 6% | 28% | 3% | 7.3% | -3%
COc1ccc(OC)c(S(=O)(=O)n2nc(C)cc2C)c1 | 7% | 0% | 0% | 0.4% | -1%
COc1cccc(CN(C)C(=O)[C@@H](NC(=O)c2ccc(C)cc2)C(C)C)c1 | 0% | -9% | -18% | i | -3%
CC1CCN(CC[C@H]2CCCN2S(=O)(=O)c2cccc(O)c2)CC1 | -3% | -1% | 1% | 0.9% | 2%
O=S(=O)(c1ccc(SCCOc2ccc(Br)cc2)nc1)N1CCCC1 | -4% | -2% | -5% | 1.8% | ·
Cc1ccc(Nc2nc3c(c(=O)[nH]c(=O)n3C)n2Cc2ccc(F)cc2)cc1 | 6% | 3% | 1% | 1.5% | 4%
CC(C)Cc1nnc(NC(=O)c2cc(-c3ccncc3)nc3ccccc23)s1 | 28% | 29% | -1% | 7.1% | 6%
CC[C@H]1C(c2ccc(F)cc2)=NN(c2ccccc2)[C@@H]1CO | · | · | 7% | 2.5% | ·
C=CCn1c(COc2ccc(F)cc2)nnc1SC(C)C(=O)NCC1CCCO1 (stereo not drawn) | -9% | 53% | -7% | 0.4% | ·
CCOC(=O)CC(=O)CSc1nnc2c(n1)[nH]c1ccccc12 | 7% | -7% | 9% | 6.1% | 6%
Cc1nc(CNS(=O)(=O)c2cc(F)ccc2F)cs1 | 1% | 1% | -3% | 1.6% | -9%
COc1cc(OC)cc(C(=O)NNc2nc3cc4c(cc3s2)OCO4)c1 | -8% | 35% | 1% | 1.6% | -3% | inhibitors of VEEV 10K pilot screen=0.2
Cn1c(SCC(=O)c2c(N)n(C)c(=O)n(C)c2=O)nnc1-c1ccc(F)cc1 | -3% | -3% | -11% | i | 8%
CC[C@]12c3[nH]c4cc(CCC(=O)N(C)C)ccc4c3CCN1C(=O)[C@@H](CC(=O)NCc1ccco1)C[C@@H]2C(=O)N1CCN(C(=O)c2ccco2)CC1 | · | · | -17% | ? | ·
Cc1nc2[nH]c(=O)c3c(n2n1)NC1=C(C(=O)CC(C)(C)C1)C3c1ccccc1 (stereo not drawn) | 0% | 14% | -3% | 1.4% | 2%
CC(=O)NS(=O)(=O)c1ccc(NC(=O)C2c3ccccc3Oc3ccccc32)cc1 | -3% | 3% | 0% | i | 23%
O=C(N/N=C/c1c(Cl)cccc1Cl)c1ccc(F)cc1 | -4% | 62% | -7% | 3.0% | 1%
O=C(NN=C1CCCC1)c1ccn[nH]1 | 3% | 4% | -7% | 2.3% | -2%
CCN(CC)CCN(C(=O)c1ccc2c(c1)OCCO2)c1nc2cc3c(cc2s1)OCO3 | 2% | -2% | -4% | 2.6% | -7%
O=C(CCCn1cnc2ccccc2c1=O)Nc1ccccc1F | -2% | -13% | -9% | i | 3%
CCN1C(=O)/C(=C2/Sc3ccccc3N2CC)SC1=S | 9% | -2% | -1% | i | -3%
Cc1ccc(S(=O)(=O)Nc2ccc3c(c2)CC(=O)N([C@H](C)CO)C[C@@H](C)[C@H](CN(C)Cc2ccc(-c4ccccc4)cc2)O3)cc1 | 64% | 17% | -6% | i | ·
CCn1c(NC(=O)c2ccccc2)nc2ccccc21 | ? | 4.4µM* | · | 1.3% | 5%
COc1cccc(NC(=O)CSc2ccccn2)c1 | 5% | 76% | 2% | 4.0% | -4%

14 structures already listed, sorted by heavy-atom count, rising.
SMILES | M. tuberculosis HTS | M. tuberculosis | influenza NS1A | inhibitors of VEEV | Salmonella PhoP GFP | others
O=C(NN=C1CCCC1)c1ccn[nH]1 | 3% | 4% | -7% | 2.3% | -2%
Cc1nc(CNS(=O)(=O)c2cc(F)ccc2F)cs1 | 1% | 1% | -3% | 1.6% | -9%
CCN1C(=O)/C(=C2/Sc3ccccc3N2CC)SC1=S | 9% | -2% | -1% | i | -3%
CC[C@H]1C(c2ccc(F)cc2)=NN(c2ccccc2)[C@@H]1CO | · | · | 7% | 2.5% | ·
CCOC(=O)CC(=O)CSc1nnc2c(n1)[nH]c1ccccc12 | 7% | -7% | 9% | 6.1% | 6%
O=C(CCCn1cnc2ccccc2c1=O)Nc1ccccc1F | -2% | -13% | -9% | i | 3%
COc1cc(OC)cc(C(=O)NNc2nc3cc4c(cc3s2)OCO4)c1 | -8% | 35% | 1% | 1.6% | -3% | inhibitors of VEEV 10K pilot screen=0.2
COc1cccc(CN(C)C(=O)[C@@H](NC(=O)c2ccc(C)cc2)C(C)C)c1 | 0% | -9% | -18% | i | -3%
Cc1nc2[nH]c(=O)c3c(n2n1)NC1=C(C(=O)CC(C)(C)C1)C3c1ccccc1 (stereo not drawn) | 0% | 14% | -3% | 1.4% | 2%
C=CCn1c(COc2ccc(F)cc2)nnc1SC(C)C(=O)NCC1CCCO1 (stereo not drawn) | -9% | 53% | -7% | 0.4% | ·
CC(=O)NS(=O)(=O)c1ccc(NC(=O)C2c3ccccc3Oc3ccccc32)cc1 | -3% | 3% | 0% | i | 23%
CCN(CC)CCN(C(=O)c1ccc2c(c1)OCCO2)c1nc2cc3c(cc2s1)OCO3 | 2% | -2% | -4% | 2.6% | -7%
Cc1ccc(S(=O)(=O)Nc2ccc3c(c2)CC(=O)N([C@H](C)CO)C[C@@H](C)[C@H](CN(C)Cc2ccc(-c4ccccc4)cc2)O3)cc1 | 64% | 17% | -6% | i | ·
CC[C@]12c3[nH]c4cc(CCC(=O)N(C)C)ccc4c3CCN1C(=O)[C@@H](CC(=O)NCc1ccco1)C[C@@H]2C(=O)N1CCN(C(=O)c2ccco2)CC1 | · | · | -17% | ? | ·

Remaining list, next part:
SMILES | M. tuberculosis HTS | M. tuberculosis | influenza NS1A | inhibitors of VEEV | Salmonella PhoP GFP | others
COc1ccc(C(=O)Nc2ccnn2C2CCN(CC3CC=CCC3)CC2)cc1 (stereo not drawn) | 0% | 2% | -2% | i | -11%
COc1ccc(C(=O)n2c(-c3ccco3)nc3ccccc32)cc1 | -3% | 8% | -7% | 7.9% | 4%
CCOc1cc(CN2CCN(c3ncccn3)CC2)ccc1OC | -2% | -3% | -5% | 0.1% | -4%
O=C(O)CC(SCc1ccc(C(=O)O)o1)C(=O)O (stereo not drawn) | 0% | 12% | -52% | 1.4% | -20%
CN(C)CCN=Cc1c(O)n(-c2cccc3ccccc23)c(=O)[nH]c1=O | 6% | 4% | 8% | 0.1% | 18%
O=C(O)c1cn(Cc2ccccc2)c2ccccc2c1=O | -3% | 40% | -6% | 0.6% | -5%
CN/C=C(/Cl)P(=O)(OC(C)C)OC(C)C | 2% | 12% | 2% | 1.6% | -7%
CC(Oc1ccc2ccc(=O)oc2c1)C(=O)NCC1CCC(C(=O)O)CC1 (stereo not drawn) | -2% | -21% | 6% | i | -3%
Cc1c(Cl)cccc1N=C(N)N=C(N)N | -3% | 3% | -1% | i | -3%
C=CCc1cc(Cl)ccc1OC(=O)Nc1cccc(Cl)c1 | -6% | 0% | 4% | 0.2% | 7%
O=[N+]([O-])c1ccc(N2CC2)c([N+](=O)[O-])c1 | · | · | 0% | 0.4% | ·
CCCCC(C(=O)NC(C)(C)C)N(Cc1ccccc1Cl)C(=O)c1snc(C(N)=O)c1N (stereo not drawn) | · | · | 25% | 6.6% | ·
O=C1N[C@@H](Cc2c[nH]c3ccccc23)COC(=O)[C@H](Cc2ccc(F)cc2)C/C=C\C[C@H]1CC(=O)N(CCO)Cc1ccccc1 | 25% | 65% | 10% | 0.8% | · | inhibitors of VEEV 10K pilot screen=0.8
COC1(OC)N=C(N)C2(C#N)C(c3ccc(C)cc3)C12C#N (stereo not drawn) | -7% | -1% | -1% | 0.6% | -15%
CCN1CCN(C(c2cc(OC)c(OC)c(OC)c2)c2nnnn2C(C)C)CC1 (stereo not drawn) | -6% | -14% | -13% | 0.8% | 2%
Cc1n[nH]c(C)c1NC(=O)CN1CCN(S(=O)(=O)c2ccc(C(F)(F)F)cc2)CC1 | · | · | 5% | 0.3% | ·
CCOc1ccc(NC(=O)c2ccc(N3CC4CC(C3)c3cccc(=O)n3C4)c(N)c2)cc1 (stereo not drawn) | 35% | 37% | 1% | 1.7% | 1%
Cc1c(C(=O)O)sc2nc(/C=C/c3cccc(F)c3)[nH]c(=O)c12 | 6% | ? | -10% | 0.5% | -20%
CCC(C(=O)Nc1ccc2c(c1)OCCO2)n1c(=O)[nH]c2ccccc2c1=O (stereo not drawn) | 0% | 10% | 7% | 0.5% | -2%
Cc1c(NC(=O)COC(=O)/C=C/c2ccccc2Br)c(=O)n(-c2ccccc2)n1C | 3% | 7% | -16% | i | ·
CCOc1ccc(N(C(=O)c2snc(C(N)=O)c2N)C(C)C(=O)NC2CCCCC2)cc1 (stereo not drawn) | 8% | -1% | 4% | 1.3% | -10%
CC(=O)Nc1ccc(NC(=O)/C=C/c2cccc(C(F)(F)F)c2)cc1 | -15% | -12% | 9% | i | 1%
Cc1cc(C)cc(NC(=O)c2cccc(N3C(=O)C4C5C=CC(C5)C4C3=O)c2)c1 (stereo not drawn) | · | · | -6% | 7.2% | ·
CC(C)N(CC(O)COc1ccc(CC(N)=O)cc1)CC(O)COc1ccc(CC(N)=O)cc1 (stereo not drawn) | -5% | -15% | -14% | i | 2%
O=C(NCCCN1CCCCC1)c1ccc2c(c1)NC(=O)C(N1CCCCC1)S2 (stereo not drawn) | -6% | -1% | 7% | 1.8% | -9%
SMILES | M. tuberculosis HTS | M. tuberculosis | influenza NS1A | inhibitors of VEEV | Salmonella PhoP GFP | others
Nc1c(C=C2C=CC(=O)C=C2)c(=O)nc2sc(CC(=O)N3CCOCC3)nn12 | 2% | 6% | -3% | 2.1% | 3%
Cc1ccc(-n2c(SCC(=O)N(C)C)nnc2-c2ccco2)cc1 | -2% | -17% | -3% | 0.4% | 2%
COc1ccc(Sc2nnc(Cc3ccccc3)c3ccccc23)cc1 | 3% | 3% | -7% | i | 5%
CCCOc1ccc(OCCN2CCCC(C)C2)cc1 (stereo not drawn) | -6% | 11% | 0% | 0.8% | 9%
CCCc1ccc(Oc2c(-c3ccc(O)c(C)c3O)n[nH]c2C)cc1 | 1% | -2% | -4% | i | -29%
COc1ccc2[nH]c(C(=O)O)c(NS(=O)(=O)c3ccc(C)cc3C)c2c1 | -7% | -1% | 7% | 0.2% | 1%
CCc1ccccc1NC(=O)NC(C)c1ccc2c(c1)OCO2 (stereo not drawn) | -18% | -5% | 9% | 2.1% | -4%
CCCCn1c(N)c(N(CCC(C)C)C(=O)C2CC(=O)N(c3cccc(SC)c3)C2)c(=O)[nH]c1=O (stereo not drawn) | -12% | -8% | -4% | 2.8% | 2%
CCCCC(=O)Nc1ccc(NC(=S)NC(=O)c2ccco2)cc1OC | ? | 9% | · | 1.9% | -9%
Cc1ccccc1N1C(=O)CN(Cc2sccc2C)C1=S | 20% | 51% | 2% | 0.1% | -5%
O=C1Nc2cc(C(=O)N3CCC4(CC3)OCCO4)ccc2S/C1=C\c1ccccc1 | -7% | 53% | 3% | 0.9% | 4%
CCCCNC(=O)N1CCC(CCC(=O)N(C)Cc2ccccc2)CC1 | -6% | 10% | 3% | i | -4%
Cc1ccc2c(CC(=O)NCC(C)(C)N3CCOCC3)coc2c1 | -9% | -2% | 2% | i | 20%
CCCn1c(Nc2ccccc2C)nc2ccccc21 | -14% | 43% | -4% | 2.6% | -4%
COCCNCc1ccccc1[N+](=O)[O-] | -3% | -1% | -3% | 0.2% | -8% | inhibitors of VEEV 10K pilot screen=1.0
COc1cc2sc3ccc(-c4ccc5[nH]ccc5c4)cc3c(=O)c2cc1OC | ? | 42% | 1% | 0.7% | -5%
CC(C)(C)c1ccc(OC(=O)c2ccc3snnc3c2)cc1 | ? | ? | -4% | 0.8% | -8%
Cc1cc(Cl)ccc1OCC(=O)NCCOC(=O)Nc1sc(=S)n(C)c1C | 2% | -9% | 4% | 0.1% | -4%
Cc1cc(S(=O)(=O)Nc2c(C)ccc3nsnc23)ccc1F | -2% | 12% | 0% | 0.9% | -6% | inhibitors of VEEV 10K pilot screen=0.9
Cc1cccc(NC(=S)N2CCN(S(=O)(=O)c3ccccc3)CC2)c1 | -5% | -8% | -2% | 4.2% | -6%
Cc1onc(-c2ccccc2)c1C(=O)NNC(=S)NC(=O)c1ccc(Cl)cc1Cl | -4% | ? | 15% | 23µM* | 2%
Nc1ccccc1C(=O)N1CCc2ccccc21 | 5% | -3% | -4% | 0.1% | -8%
O=C(COC(=O)c1ccccc1[N+](=O)[O-])c1ccc2c(c1)OCO2 | 1% | 76% | -4% | 0.1% | 3%
